p97 ATPase inh – inhibitors of human p97 ATPase | P55072 | recombinant p97 ATPase, Kinase-Glo ATP luminescence, 3 h | inhibition, % at 8 µM | hit rate 0.42% among 220,000 | AID 1481; in the data active = inhibition above about 15%;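 note: 0% = DMSO vehicle and 100% = wells lacking enzyme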
eIF4E 4G PPI – eIF4E/eIF4G interaction inhibition in translation initiation. P63073+Q04637. TR-FRET eIF4E-eIF4GI(517-606) binding, 2 h. inhibition, % at 21.7 µM. hit rate 0.37% among 220,000;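 active = inhibition above about 30%, limit read from the data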;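 note: 0% = full FRET control wells and 100% = background wells lacking eIF4GI fragment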
S1P4 ag – activates the human S1P4 receptor; O95977; S1P4-expressing cell line, agonist reporter assay; activation, % at 4.98 µM; hit rate 0.35% among 220,000; in the data active = activation above about 11%;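 note: 0% = DMSO vehicle and 100% = reference agonist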
Target sequence (O95977 whole entry, looked up): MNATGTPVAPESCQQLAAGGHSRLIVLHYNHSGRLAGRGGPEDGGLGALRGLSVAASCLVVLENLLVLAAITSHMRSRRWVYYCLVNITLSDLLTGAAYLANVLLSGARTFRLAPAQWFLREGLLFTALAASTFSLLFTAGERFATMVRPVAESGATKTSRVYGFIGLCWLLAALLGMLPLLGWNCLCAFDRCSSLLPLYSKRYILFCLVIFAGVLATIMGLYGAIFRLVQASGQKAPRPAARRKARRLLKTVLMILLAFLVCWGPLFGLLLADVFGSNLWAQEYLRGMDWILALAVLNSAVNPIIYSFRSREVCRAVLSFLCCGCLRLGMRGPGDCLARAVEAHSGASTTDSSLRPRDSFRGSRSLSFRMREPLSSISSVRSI
NPY-Y1 antag – antagonists of human neuropeptide Y receptor Y1; hit rate 1% among 200,000; inhibition, % at 3.6 µM; HEK293-CNG Y1 cells, membrane potential fluorescence; NPY at EC95, then isoproterenol;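 active = inhibition above the campaign mean inhibition of all tested compounds plus 3 SD, cut at about 20% in these data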;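 note: 0% = DMSO wells given NPY plus isoproterenol and 100% = isoproterenol alone without NPY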
Target sequence (P25929 whole entry, looked up): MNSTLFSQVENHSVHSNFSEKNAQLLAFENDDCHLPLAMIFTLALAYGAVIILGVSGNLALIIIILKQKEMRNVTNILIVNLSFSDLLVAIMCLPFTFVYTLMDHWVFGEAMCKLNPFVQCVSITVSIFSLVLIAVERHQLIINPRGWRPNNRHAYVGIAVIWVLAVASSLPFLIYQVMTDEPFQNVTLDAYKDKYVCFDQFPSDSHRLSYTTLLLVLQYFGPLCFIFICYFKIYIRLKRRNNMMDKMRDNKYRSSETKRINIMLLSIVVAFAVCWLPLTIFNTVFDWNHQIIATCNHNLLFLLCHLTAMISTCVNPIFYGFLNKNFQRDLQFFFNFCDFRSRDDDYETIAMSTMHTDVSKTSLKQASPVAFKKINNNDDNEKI
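Material: Y1- and CNG-channel-expressing HEK293 cells / Probe or stimulus: NPY 25 nM then isoproterenol 1 µM plus Ro 20-1724 25 µM / Doses: 3.6 µM single dose, DMSO 0.4% / Schedule: compound incubation 1 h at room temperature, readout 45 min post-stimulation / Signal: membrane potential fluorescence / Benchmarks: isoproterenol-only wells as full block versus NPY-plus-isoproterenol wells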
S1P4 antagonist – antagonists of human S1P4 receptor; S1P4-expressing cells, antagonist mode, reporter read-out; hit rate 0.26% among 220,000; inhibition, % at 4.98 µM; in the data active = inhibition above about 29%;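 note: 0% = wells stimulated with agonist and 100% = vehicle wells without agonist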
NPY-Y1 PAM-ag – human NPY-Y1 potentiation or agonism, primary screen; NPY-Y1 expressing cells, potentiator/agonist activation; activation, % at 3.6 µM; hit rate 0.37% among 220,000; AID 1304; in the data active = activation above about 33%, passing the limit was not always enough;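 note: cells stimulated with NPY at EC10 then isoproterenol at EC100; 0% = low agonist plus stimulus and 100% = saturating agonist plus stimulus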
EP2 modulator – modulators of human EP2 prostaglandin E2 receptor. induction, % at 25 µM. EP2-expressing cells, cAMP HTRF FRET, PGE2 co-stimulation. hit rate 0.83% among 260,000. P43116;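 active = compounds whose cAMP rise, as percent of the full-agonist control response, exceeds 60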;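 note: rat C6 glioma line stably carrying human EP2 under a CMV promoter; the protocol text gives 20 µM as final concentration; 100% = response of wells given 1 µM PGE2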
PGE2 EP2 inh – inhibitors of human EP2 prostaglandin E2 receptor; P43116; C6 glioma cells expressing human EP2, cAMP TR-FRET; cells stimulated with saturating PGE2; inhibition, % at 25 µM; hit rate 0.52% among 260,000; AID 1422;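 active = percent inhibition above 40 after rounding to a whole number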;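 note: rat C6 glioma host cells with rolipram phosphodiesterase inhibitor present; the protocol text gives 20 µM as final concentration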
NPY-Y2 PAM-ag – human NPY-Y2 potentiation or agonism, primary screen; activation, % at 3.6 µM; AID 1359; cells expressing NPY-Y2, potentiator/agonist read-out; hit rate 0.45% among 220,000; in the data active = activation above about 27%;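 note: cells stimulated with NPY near EC25 plus isoproterenol at EC100; 0% = vehicle plus submaximal agonist and 100% = vehicle plus saturating agonist; some results beyond the cut were filed as inactive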
* marks the source's active call; other numbers are inactive results; nt = no result given; & = joins results of further samples; [ ] = remark or other dose.

SMILES | p97 ATPase inh | eIF4E 4G PPI | S1P4 ag | NPY-Y1 antag | S1P4 antagonist | NPY-Y1 PAM-ag | EP2 modulator | PGE2 EP2 inh | NPY-Y2 PAM-ag
NC(=O)NC(c1ccc(Cl)cc1)c1ccccc1Cl (stereo not given) | 3 | -1 | 0.2 | nt | 5 | 9 | -15 | 18 | 9
Cc1ccc(CNC(=O)C2CC(=O)N(C3CCCCCCC3)C2)cc1 (stereo not given) | -11 | -2[fluorescence artefact?] | 0.1 | 4 | -10 | 16 | 39 | 13 | -11
Cc1c(NC(=O)c2ccc(-c3ccccc3)cc2)cccc1C(=O)O | -1 | 0 | 0.2 | nt | 8 | -21 | -31 | 13 | 6
CC(C)NC(=O)NC(=O)CSc1ncccn1 | -2 | 2 | 0.9 | 2 | 3 | -5 | 5 | 7 | -7
Cc1cc(C)n(-c2nc3ccccc3nc2N2CCN(C(=O)c3ccc(F)cc3)CC2)n1 | 0 | -11 | -1.0 | -7 | -1 | -12 | 1 | 9 | 3
CCn1cc(C(=O)O)c(=O)c2cc(F)c(N3CCN(C(=S)NC(=O)c4ccc(F)cc4)CC3)cc21 | 5 | -4 | 1.1 | nt | -5 | 1 | 0 | 7 | 7
c1ccc(OCc2noc(CN3CCC(C4CCCCC4)C3)n2)cc1 (stereo not given) | 1 | 4 | -1.2 | 5 | -2 | -11 | 51 | 8 | -2
CC1=CC(C)C(C[N+]2(C)CCCCC2)C(C)C1 (stereo not given) | -1 | 14 | 0.4 | 2 | -23 | 10 | 31 | 11 | -3
Cc1cccc(C)c1N1CCN(S(=O)(=O)c2ccccc2)CC1 | -1 | 3 | 0.2 | 4 | -10 | -20 | 31 | 4 | -1
Cc1ccn2c(C(=O)N/N=C/c3ccc(CNC(=O)C(=O)Nc4ccc(C)c(C)c4)o3)c(C)nc2c1 | -6 | 11 | 1.8 | 0 | -2 | -19 | 8 | 6 | -5
COc1ccc(C(=O)c2ccc(OC)c(Br)c2)cc1Br | -4 | 10[fluorescence artefact?] | 0.3 | -2 | -9 | 6 | 36 | 8 | -5
COc1ccc(Br)cc1S(=O)(=O)N(CC(=O)N1CCOCC1)c1ccccc1 | -1 | 3 | 1.5 | 0 | -18 | 18 | 3 | 12 | -2
Cc1ccc(NCc2nnc(SCC(=O)O)n2Cc2ccccc2)cc1Cl | -3 | -2 | 0.9 | 0 | 1 | -14 | 21 | 3 | 1
O=C(CN1CCCN(Cc2ccc(F)cc2Cl)C1=O)NC1CCCCCCC1 | 0 | -6 | 1.6 | 0 | -15 | 17 | -14 | 10 | -4
O=C(O)CSc1ncn[nH]1 | -1 | 1 | 1.2 | -1 | -9 | -12 | 9&-20 | 15&5 | -11
Cc1ccc(-c2nc(CN3CCCCC3CCN3CCCC3=O)c(C)o2)o1 (stereo not given) | -4 | -3 | 0.7 | 3 | -2 | -19 | -20 | 2 | 2
COc1ccccc1NC(=O)CS(=O)(=O)c1cn(CC(=O)N2CCOCC2)c2ccccc12 | 5 | 6 | -0.8 | -3 | -12 | 3 | 17 | 8 | 7
COc1ccc(Cn2nnnc2C(c2cccnc2)N2CCN(c3ccc(O)cc3)CC2)cc1 (stereo not given) | 6 | -9 | 1.9 | -1 | 0 | 0 | 3 | 8 | 6
COc1cccc2sc(N(CCCN(C)C)C(=O)c3sc4ccccc4c3Cl)nc12 | 2 | 6 | 1.5 | 8 | -15 | -30 | -7 | 5 | -30
CCOC(=O)Cn1c(-c2ccccc2)nc2ccccc2c1=O | 0 | -8 | -1.4 | 5 | -6 | 5 | -2&52 | 9&-1 | -9
COCCn1c(SCC(=O)Nc2ccc(OC)cc2)nc2c(oc3ccccc32)c1=O | 4 | 3 | -1.7 | -3 | -17 | 6 | -2 | 6 | 6
CCn1c(CNc2ccc(OC)cc2)nnc1SCC(=O)c1ccc(OC)cc1 | 2 | -10 | 0.9 | 5 | -16 | 6 | -5&-32 | 7&16 | 0
Cc1nn2cnc3sc4c(c3c2nc1=O)CCCC4 | 4 | 2 | 1.0 | -1 | 12 | -15 | -19 | 6 | 7
O=C(c1ccc2ccccc2c1)C1CCCN(C(=O)CCn2cnnn2)C1 (stereo not given) | 7 | 0 | 1.4 | 6 | 14 | 18 | -14 | 9 | -1
O=C(Nc1nnc(SCC(=O)N2CCOCC2)s1)c1ccccc1Cl | 0 | 6 | 1.1 | 3 | -27 | 6 | 1 | 3 | 21
COc1ccc(C2Nc3ccccc3C(=O)N2NS(C)(=O)=O)cc1 (stereo not given) | 1 | 0 | -0.5 | 4 | -4 | 2 | 15 | 6 | -20
Cc1nn(-c2ccccc2)c(C)c1/C=N/NC(=O)CSc1nc2ccccc2c(=O)n1-c1ccccc1 | 10 | 7[fluorescence artefact?] | -0.2 | -5 | -13 | -15 | 1 | 10 | -3
COc1ccc(NC(=O)CSc2cc(C)nc3c(-c4ccccc4)cnn23)cc1 | 2 | 6 | -0.1 | nt | 12 | 15 | -15 | 9 | 3
COc1ccc(CNCc2cccc(Cl)c2)cc1 | -2 | 4 | 0.2 | -3 | -32 | -1 | 1 | 4 | -7
CCOC(=O)c1cc(C(C)(C)C)n(CCCN2CCOCC2)c1C | 1 | 1 | -0.1 | nt | -6 | 29 | 5 | 8 | 13
Cc1nn(-c2ccccc2C(F)(F)F)c(=O)c2noc(C)c12 | 1 | 0 | 0.7 | nt | 5 | 11 | -4 | 11 | -19
COC(=O)CCC(=O)Nc1nnc(C(F)(F)F)s1 | 0 | 3 | 2.4 | 5 | 2 | -21 | 17 | 7 | 4
CCOC(=O)c1ccc(NC(=O)c2cn(CCC#N)nc2-c2ccc3c(c2)OCCO3)cc1 | 3 | 5 | -0.1 | 5 | -16 | -9 | 11 | 8 | 0
Cc1ccc(NC(=O)C2CC(=O)NC(N3CCCCC3)=N2)cc1Cl (stereo not given) | 1 | 6 | 1.2 | -1 | -3 | -9 | -10 | 1 | -6
CCCC1(C(=O)O)NC(c2ccccc2O)C2C(=O)N(Cc3ccccc3)C(=O)C21 (stereo not given) | 10 | -5 | 4.8 | 0 | 1 | 14 | 15 | 11 | -6
Cc1cc(C(=O)N/N=C/c2ccc[nH]2)no1 | -5 | -4 | -0.4 | -11 | -1 | -17 | -15 | 7 | 1
O=C(O)/C=C/c1cn(Cc2ccccc2)nc1-c1cccs1 | 1 | 0 | -0.2 | 21* | -4 | -35 | 6 | 6 | -21
O=C(/C=C/c1ccc(Br)cc1)NC(=S)N1CCOCC1 | 3 | -7 | 0.7 | 4 | -4 | 13 | 14 | 9 | -1
CCc1ccc(NC(=O)Nc2c(C)n(C)n(-c3ccccc3)c2=O)cc1 | 3 | 2 | -0.2 | 1 | -1 | 0 | -10 | 4 | 9
COc1ccc2nc(SCC(=O)/C(C#N)=C(\C)N)[nH]c2c1 | 2 | -3 | -0.5 | -1 | -4 | 13 | 12 | 17 | -2
Cc1csc2c(=O)sc(NC(=O)c3ccc(F)cc3Cl)nc12 | 17* | 7 | -2.9 | nt | 6 | -17 | -7 | 5 | 1
COc1ccccc1OCc1ccc(C(=O)N2CCN(C)CC2)o1 | 0 | 8 | -0.4 | 6 | -8 | -2 | 34 | 3 | -13
CC(=O)SC(C)CC(=O)Nc1ccccc1 (stereo not given) | -1 | 0 | -0.1 | -19 | -6 | 42* | -1 | 18 | 34*
O=C(NN1C(=O)/C(=C/c2cccs2)SC1=S)c1cccnc1 | 2 | -1 | 0.6 | nt | 5 | -52 | -15 | 4 | -29
Cc1cccc([C@@H]2C[C@H]3CN(Cc4cccc(Cl)c4)C(=O)[C@]34CCCN24)n1 | -1 | 4 | 1.2 | 9 | 7 | -15 | -14 | -1 | -15
COC(=O)c1ccc(NC(=O)C23CC4CC(C2)CC(n2cnc(Cl)n2)(C4)C3)cc1 | 5 | 5 | -2.6 | 5 | 13 | 9 | -12 | 11 | -1
Cc1ccc(NC(=O)COC(=O)c2ccc3c(c2)NC(=O)C2CCCN32)cc1C (stereo not given) | 10 | -23 | 0.4 | 4 | -4 | -2 | -10 | 12 | 7
CCOc1ccc(S(=O)(=O)N(C)c2ccc(OCC(=O)NCC3CCCO3)cc2)cc1 (stereo not given) | 0 | 0 | 2.1 | 1 | -13 | 2 | -3 | 4 | -1
CCN(CC)Cc1c(CC(C)C)oc(C)c1C(=O)O | 2 | 6[fluorescence artefact?] | 2.0 | 4 | 2 | 1 | -2 | 7 | 6
COc1ccc2cc(C(N)=O)/c(=N/NC(=O)c3ccco3)oc2c1 | 6 | 0[fluorescence artefact?] | 0.2 | -2 | -12 | 12 | -35 | 9 | 7
Next part.
SMILES | p97 ATPase inh | eIF4E 4G PPI | S1P4 ag | NPY-Y1 antag | S1P4 antagonist | NPY-Y1 PAM-ag | EP2 modulator | PGE2 EP2 inh | NPY-Y2 PAM-ag
C=CCNC(=S)Nc1ccccc1 | 0 | -2 | -2.0 | -2 | -3 | 29 | -3 | 28 | 4
C=C(C)CSc1nnc(CCNC(=O)OC(C)(C)C)o1 | -4 | 1[fluorescence artefact?] | -0.2 | 0 | -16 | -9 | 17 | 7 | -6
CCn1c(CNc2ccc(F)cc2)nnc1SCC#N | 3 | 8 | 1.1 | -1 | -11 | 6 | -11 | 11 | 6
COc1ccc(S(=O)(=O)Nc2ccccc2C)cc1C(=O)N1CCOCC1 | 3 | -1 | 0.8 | -2 | 2 | 16 | 18 | 4 | -9
O=C1c2cccc3c(N4CCCCC4)ccc(c23)C(=O)N1c1ccc(Cl)cn1 | 2 | nt | -0.4 | 11 | 5 | -13 | nt | nt | -1
Cn1c(N)c(C(=O)COC(=O)CNS(=O)(=O)c2ccc(Cl)c(Cl)c2)c(=O)n(C)c1=O | 7 | 6 | 1.6 | -2 | 8 | 2 | -10 | 16 | -8
O=C(CCc1nc(-c2ccccc2F)no1)NC1CCCCCC1 | -8 | -4 | -0.5 | 5 | -12 | -41 | 7 | 11 | -4
COc1cc(/C=N/NC(=O)c2nc(C)cc(C)n2)ccc1O | -6 | -7 | 2.2 | -2 | 1 | 1 | 8 | 6 | -2
CC1(C)CC2CC(C)(CN2C(=O)CCCN2C(=O)c3ccccc3C2=O)C1 (stereo not given) | -8 | 1 | 0.7 | 0 | -8 | -6 | 22 | 11 | -6
CCCC(=O)Nc1c(O)c2ccccc2[nH]c1=O | 3 | -16 | -0.1 | -2 | 5 | -9 | -12 | 5 | -4
CC(C)(C)CC(=O)Nc1cccc(-c2cn3cccnc3n2)c1 | 2 | -3 | 1.6 | 0 | -13 | 4 | -44 | 11 | 3
O=C(c1ccc(N2C(=O)CCC2=O)cc1)N1CCOCC1 | 0 | -1 | 0.6 | 3 | -9 | 8 | 2 | 19 | -10
CC1CC(C)CN(C(=O)c2ccc3c(c2)N(Cc2ccccc2)CCS3)C1 (stereo not given) | -8 | 7 | -0.1 | 11 | -16 | 6 | 22 | 3 | -2

Among those listed so far, these contain a CF3 group.
SMILES | p97 ATPase inh | eIF4E 4G PPI | S1P4 ag | NPY-Y1 antag | S1P4 antagonist | NPY-Y1 PAM-ag | EP2 modulator | PGE2 EP2 inh | NPY-Y2 PAM-ag
Cc1nn(-c2ccccc2C(F)(F)F)c(=O)c2noc(C)c12 | 1 | 0 | 0.7 | nt | 5 | 11 | -4 | 11 | -19
COC(=O)CCC(=O)Nc1nnc(C(F)(F)F)s1 | 0 | 3 | 2.4 | 5 | 2 | -21 | 17 | 7 | 4

A portion of the library; rates above refer to the full screens.
